From PubChem
TR SRC2 fluor cs: Total Fluorescence Counterscreen for Inhibitors of the Interaction of Thyroid Hormone Receptor and Steroid Receptor Coregulator 2 | TRb/SRC2 Texas Red total fluorescence interference | Potency, µM (doses to about 106 µM), for inactives: at the highest dose fluorescence change, negative = quenching | 0.29% of 280,000 active; active means well fitted curve in either direction with a large enough effect; inconclusive means small, poorly fitted or top-dose-only effect
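Human TRb ligand-binding domain at 0.6 uM with 20 nM Texas Red SRC2 peptide in Tris buffer containing 1 uM T3 and 5% DMSO, incubated with compound 5 h at ambient temperature. Total fluorescence (555/632 nm) calculated as parallel + 2 × perpendicular.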
LMNA splice mod: qHTS Assay for Modulators of Lamin A Splicing; HeLa LMNA splicing GFP/RFP minigene ratio, 48 h; Potency, µM (highest dose often 46.1 µM), without a hit: at the top dose ratio change, negative = inhibition, actives largely listed as inhibitors; 0.01% of 200,000 active; AID 1487, 2009; active means well fitted inhibition curve with a large enough effect in the signal ratio, with a control signal flat, not every such curve was filed as active; inconclusive means small, poorly fitted or top-dose-only effect, or effect the other way, or a change in a side signal; the % refers to the signal ratio
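S3 HeLa cells stably expressing lamin A-EGFP splicing minigene plus DsRed2, 600 cells/well, 48 h compound exposure at 37C. Laser-scanning cytometry; analysed as GFP (500-530 nm)/RFP (575-640 nm) total intensity ratio; 0.5% DMSO vehicle.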
TRb-SRC2 inh: qHTS for Inhibitors of the Interaction of Thyroid Hormone Receptor and Steroid Receptor Coregulator 2 | 0.065% of 280,000 active | Thyroid hormone receptor beta (Homo sapiens), P10828 | TRbeta-SRC2 peptide binding, fluorescence polarization; receptor liganded with 1 µM T3 | Potency, µM (doses to about 106 µM), for the others: at the highest dose activity change, negative = inhibition, most hits filed as inhibitors; active means well fitted inhibition curve with a large enough effect; inconclusive means small, poorly fitted or top-dose-only effect, or effect the other way;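 further: plate controls were bound peptide for no effect and peptide without receptor for full effect; nearly all actives have a fitted effect of over 50% in size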
Target sequence (P10828 whole entry, looked up): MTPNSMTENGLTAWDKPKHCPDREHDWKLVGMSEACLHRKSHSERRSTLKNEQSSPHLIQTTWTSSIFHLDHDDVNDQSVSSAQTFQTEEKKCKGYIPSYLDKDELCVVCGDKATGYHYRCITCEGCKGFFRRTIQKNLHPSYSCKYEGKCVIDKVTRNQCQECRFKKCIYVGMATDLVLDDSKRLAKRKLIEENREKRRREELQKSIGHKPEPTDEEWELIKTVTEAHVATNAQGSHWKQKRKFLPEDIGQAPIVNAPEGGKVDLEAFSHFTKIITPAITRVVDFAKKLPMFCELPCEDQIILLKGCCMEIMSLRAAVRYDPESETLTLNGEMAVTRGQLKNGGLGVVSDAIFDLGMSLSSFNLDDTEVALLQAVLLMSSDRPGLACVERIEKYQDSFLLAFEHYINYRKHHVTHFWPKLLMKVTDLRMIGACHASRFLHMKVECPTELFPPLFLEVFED
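A fluorescence polarization screen tested compounds at multiple concentrations against complex formation between 0.6 uM TRb ligand-binding domain and 20 nM Texas Red SRC2 peptide, with 1 uM T3 present; readout after 5 hr.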
* hit, by the source's call; ? = inconclusive; [ ] = dose if it differs, or a comment. Unless noted, on the % scale 0 is the no-effect control and ±100 the full control effect; potency means the concentration at half of the fitted maximal effect. Not all compounds are listed, so the mix of outcomes need not match the whole.

The opening 2 entries, ahead of the listing:
compound | TR SRC2 fluor cs | LMNA splice mod | TRb-SRC2 inh
CC1=C(c2ccc(F)cc2)S(=O)(=O)N=C1N1CCC(C(=O)NCCc2ccccc2C)CC1 | -2% | -4%[46 µM] | -2%
COc1ccc(Nc2oc(-c3ccc(COc4cccc(C)c4)o3)nc2C#N)cc1 | 2% | -7%[46 µM] | 3%

Main list, from the first entry:
compound | TR SRC2 fluor cs | LMNA splice mod | TRb-SRC2 inh
CC1=C(c2ccc(F)cc2)S(=O)(=O)N=C1N1CCC(C(=O)NCCc2ccccc2C)CC1 | -2% | -4%[46 µM] | -2%
COc1ccc(Nc2oc(-c3ccc(COc4cccc(C)c4)o3)nc2C#N)cc1 | 2% | -7%[46 µM] | 3%
Cc1ccc(CN2CCCn3nc(C(=O)NCc4ccccc4Cl)cc3C2=O)cc1 | -2% | -3%[46 µM] | 0%
O=C(NCCS(=O)(=O)N1CCN(c2ccccc2F)CC1)C1CC(=O)N(c2ccc(F)cc2)C1 (stereo unspecified) | ? | 11%[46 µM] | -3%
CCOc1ccc(C(=O)NCc2ccc3c(c2)CCN3C(=O)c2ccc(Cl)cc2)cc1 | -8% | -13%[46 µM] | 0%
CCc1ccc(NC(=O)CSc2ccc3nc(-c4ccc(OC)cc4)cn3n2)cc1 | -2% | 26%[46 µM] | -8%
COc1ccc(S(=O)(=O)NCc2cccn2Cc2cc(C)ccc2C)cc1OC | 0% | 13%[46 µM] | 2%
CC(C)Cc1nn2c(=O)cc(COC(=O)c3cccc(NC(=O)CCc4ccccc4)c3)nc2s1 | 0% | ? | -8%
Cn1nnc2c(NCc3ccccc3Cl)ncnc21 | -1% | 13%[46 µM] | 3%
O=C(NCC(c1cccnc1)N1CCc2ccccc21)c1ccc(F)cc1 (stereo unspecified) | 0.079µM*[quencher] | ? | ?
CCOc1ccccc1CNC(=O)CN1C(=O)c2cccnc2Oc2ccc(Cl)cc21 | 0% | -13%[46 µM] | -1%
Cc1cn2c(=O)cc(COC(=O)c3cccc(NC(=O)c4ccccc4C)c3)nc2s1 | -1% | ? | 6%
CC(C)(C)OC(=O)N1CCC(c2c(C(=O)N3CCC(c4ccccc4)C3)cnn2-c2ccc(Cl)cc2)CC1 (stereo unspecified) | -2% | ? | -7%
COc1ccc(C(=O)Nc2ccc(N(C)Cc3ccccc3)c(C(=O)O)c2)cc1 | 2% | -6%[46 µM] | -3%
CCOc1ccccc1NC(=O)c1c(NCc2sccc2C)sc2c1CCC(C)C2 (stereo unspecified) | 0.14µM*[quencher] | ? | ?

Complete entries, quoted from the list. Screens in order: TR SRC2 fluor cs, LMNA splice mod, TRb-SRC2 inh
`O=C(NCCS(=O)(=O)N1CCN(c2ccccc2F)CC1)C1CC(=O)N(c2ccc(F)cc2)C1` (stereo unspecified) is listed as ?, 11%[46 µM], -3%
`O=C(NCC(c1cccnc1)N1CCc2ccccc21)c1ccc(F)cc1` (stereo unspecified) is listed as 0.079µM*[quencher], ?, ?

(cont.)
compound | TR SRC2 fluor cs | LMNA splice mod | TRb-SRC2 inh
COc1ccc(OC)c([C@@H]2Nc3ccc(C(=O)O)cc3[C@@H]3C=CC[C@@H]32)c1 | 0% | 4%[46 µM] | 5%
O=C(CN1N=C(c2ccc(Cl)cc2)CCC1=O)NCCc1ccc(Cl)cc1 | -3% | -6%[46 µM] | 1%
Cc1ccccc1NCc1cccn1-c1nnc(N2CCC(C)CC2)s1 | 0% | ? | 8%
CCOc1ccccc1NC(=O)c1c(NCc2ccc(OC)c(OC)c2OC)sc2c1CCC(C)C2 (stereo unspecified) | 1% | -8%[46 µM] | -1%
CCOc1ccc(CNC(=O)CCc2c(C)nn(-c3ccc(N4CCOCC4)nn3)c2C)cc1 | 1% | ? | -2%
COc1ccc(-c2csc3ncnc(Nc4ccc(OC)c(OC)c4)c23)cc1 | -4% | -27%[46 µM] | 2%
CC1CCCN(CCCNC(=O)c2cc(Sc3ccc(F)cc3)nc3ccccc23)C1 (stereo unspecified) | -3% | ? | 1%
Cc1ccc(C)c(N2CCN(S(=O)(=O)c3ccc4c(c3)C(C(C)C)C(=O)N4)CC2)c1 (stereo unspecified) | -3% | -11%[46 µM] | 7%
COc1ccc2oc(=O)c(-c3nc4ccc(C)cc4[nH]3)cc2c1 | 0% | ? | -8%
Cc1nc(N2CCCC2)c2c(C(=O)N3CCN(c4ccc(F)cc4)CC3)c(C)oc2n1 | 0% | -2%[46 µM] | 1%
Cc1cc(C)cc(OCCSc2nc3ccc(NC(=O)c4ccc5c(c4)OCO5)cc3s2)c1 | 1% | 29%[46 µM] | 6%
Cc1ccc(-c2nn3c(=O)cc(CN4CCN(C(=O)Nc5cccc(C(F)(F)F)c5)CC4)nc3s2)cc1 | 0% | ? | -10%
Cn1ccc2cc(S(=O)(=O)N3CCN(C(=O)Nc4ccccc4F)CC3)ccc21 | -2% | -4%[46 µM] | -2%
O=C(NCc1ccccc1Cl)c1cnc(N2CCOCC2)c2ccccc12 | 4% | -6%[46 µM] | 0%
CCOc1ccc(-c2nonc2NC(=O)COc2ccccc2)cc1 | ? | ? | -3%
COc1ccccc1Cc1nc2ccccc2nc1SCC(=O)N(C)c1ccc(F)cc1 | -1% | ? | -3%
CCc1nn2c(=O)cc(COC(=O)c3ccc(NC(=O)c4cccs4)cc3)nc2s1 | 0% | 11%[46 µM] | 1%
COc1ccc(NC(=O)CSC2=Nc3ccccc3C3=NC(Cc4ccccc4)C(=O)N23)cc1Cl (stereo unspecified) | -2% | 8%[46 µM] | 7%
CC(C)(CC(=O)OCC(=O)Nc1ccc(F)c(Cl)c1)CC1=NS(=O)(=O)c2ccccc2N1 | -2% | 9%[46 µM] | 1%
O=C(Nc1c(C(=O)N2CCN(c3ccccc3)CC2)oc2ccccc12)c1ccco1 | -32% | ? | 8%
Cc1cccc(-n2ncc3c(Nc4c(C)cc(C)cc4C)ncnc32)c1 | -26% | ? | 8%
COc1ccc(CC(=O)NCc2ccc3c(c2)CCN3C(=O)c2ccc(Cl)cc2)cc1 | 0% | ? | 1%
COCCCNC(=O)C1CCN(c2nc3ccc(C)cc3[nH]2)CC1 | -1% | ? | -3%
COc1ccc(OC)c(C(=O)CN2C(=O)N(c3cc(C)cc(C)c3)S(=O)(=O)c3ccccc32)c1 | 0% | -1%[46 µM] | 4%
CC(=O)c1cccc(NC(=O)CSc2nc(=O)n(Cc3ccco3)c3c2CCC3)c1 | 0% | -9%[46 µM] | -10%
Cc1cc(C)cc(NC(=O)CSc2nc(=O)[nH]c3c2CCC3)c1 | 2% | 14%[46 µM] | -1%
COc1ccc(OC(=O)c2cc(-c3ccc4c(c3)OCCO4)on2)cc1 | 2% | ? | -5%
CCc1cccc(NC(=O)CSc2ncccc2C(=O)Oc2ccccc2Cl)c1 | 1% | ? | -4%
COc1cccc2c1ncc1c(-c3ccc(C)cc3)nn(-c3ccc(F)cc3)c12 | 0% | 14%[46 µM] | 6%
CC(=O)c1ccc(NS(=O)(=O)c2ccc3[nH]c(=O)[nH]c3c2)cc1 | -2% | -2%[46 µM] | 1%
Nc1ncc(S(=O)(=O)NCc2ccc(Cl)cc2)cn1 | -2% | 4%[46 µM] | -1%
CCOc1cc(Cn2c(-c3ccc(O)c(OCC)c3)nc3ccccc32)ccc1O | -1% | -24%[46 µM] | -6%
COc1cc(NC(=O)CSC2=Nc3ccccc3N=C(c3ccc(F)cc3)C2)cc(OC)c1 | -3% | 4%[46 µM] | 1%
Cn1ccc2c(OCC(=O)Nc3ccc([N+](=O)[O-])cc3)cccc2c1=O | 1% | 18%[46 µM] | -4%
Cc1ccc(NC(=O)C(=O)NCC(c2cccnc2)N2CCN(c3ccccc3F)CC2)cc1Cl (stereo unspecified) | 5% | 20%[46 µM] | 3%
COc1ccc(Cn2ccc3nc(C)c(C(=O)Nc4cccc(SC)c4)cc3c2=O)cc1 | -5% | ? | 7%
COc1ccccc1N(CC(=O)NCCSCc1ccc(Cl)cc1)S(C)(=O)=O | -1% | -13%[46 µM] | 6%
CCOC(=O)C1=C(CN2CCN(c3ccccc3F)CC2)NC(=O)NC1c1ccc(OC)cc1 (stereo unspecified) | ? | -18%[46 µM] | -7%
COc1cc2ncc3c(-c4ccccc4)nn(CC(=O)NC4CCCCC4)c3c2cc1OC | -6% | -13%[46 µM] | 4%
COc1ccc(-c2cn3nc(N4CCCC(C(=O)Nc5ccccc5F)C4)sc3n2)cc1 (stereo unspecified) | 6% | -12%[46 µM] | 3%
Cc1ccccc1-n1c(SCc2ccc(Cl)cc2)nc2[nH]ncc2c1=O | -2% | -7%[46 µM] | -8%
CCOC(=O)N1CCC(NC(=O)c2cnn(-c3ccc(C)cc3)c2C2CCN(C(=O)OC(C)(C)C)CC2)CC1 | -2% | -4%[46 µM] | 1%
Cc1nc2ccccn2c(=O)c1NC(=O)c1c(F)cccc1F | 1% | -6%[46 µM] | -1%
CN(C)S(=O)(=O)c1ccc2c(c1)nnn2CCNC(=O)Nc1ccc(Br)cc1 | -1% | -1%[46 µM] | 0%
CCc1sc(Nc2ccc(Cl)cc2)nc1-c1cc2cccc(OC)c2oc1=O | -3% | ? | -1%

Later entries:
Second line of a record: TR SRC2 fluor cs	LMNA splice mod	TRb-SRC2 inh
> CC(C)c1ccc(Nc2sc(C(=O)c3ccccc3)c(N)c2S(=O)(=O)c2ccccc2)cc1
→ -4%	8%[46 µM]	7%
> CCOC(=O)c1ccc2c(c1)N(CC(=O)N(C)c1ccccc1)C(=O)c1ccccc1S2
→ -30%	?	-2%
> CCCC(=O)Nc1ccccc1C(=O)OCc1cc(=O)n2nc(C(C)C)sc2n1
→ -1%	13%[46 µM]	-1%
> COc1ccccc1NC(=O)c1c(NCc2ccc(OC)c(OC)c2OC)sc2c1CCC2
→ -23%	-7%[46 µM]	0%
> CCOCCc1nn2c(=O)cc(COC(=O)C3CCCCC3)nc2s1
→ -2%	-8%[46 µM]	2%
> Cc1ccc(C2=Nc3ccccc3N(CC(=O)NCc3ccc(F)cc3)C(=O)C2)cc1C
→ -5%	?	2%
> COc1ccccc1CNC(=O)C(=O)NCC(c1cccs1)S(=O)(=O)c1cccs1 (stereo unspecified)
→ -1%	-3%[46 µM]	-5%
> Cc1cccc(CN2CCC(CNC(=O)c3c(C)oc4ncnc(N5CCCCC5)c34)CC2)c1
→ 1%	2%[46 µM]	0%
> COc1ccccc1N1CCN(C(=O)Cn2c(=O)nc(-c3ccccc3)c3cc(Cl)ccc32)CC1
→ -2%	?	3%
> COc1cccc(-n2c(SCC(=O)Nc3nnc(C)s3)nc3c([nH]c4ccccc43)c2=O)c1
→ 1%	2%[46 µM]	5%
> COc1ccc(CCNC(=O)c2ccc(CSCc3ccc(C)cc3)o2)cc1OC
→ -2%	-6%[46 µM]	-6%
> Cc1cccc(N2CCN(C(=O)CCNS(=O)(=O)c3ccc4c(c3)CCN4C(=O)C3CC3)CC2)c1C
→ -16%	-6%[46 µM]	-4%
> Cc1c(C(=O)NCc2ccccc2Cl)sc2nc[nH]c(=O)c12
→ -2%	-6%[46 µM]	-4%
> O=C(CNC(=O)c1ccc(Cl)cc1)OCc1cc(=O)n2nc(C3CC3)sc2n1
→ 0%	13%[46 µM]	-1%
> Cc1ccc(CNC(=O)c2c3c(nc4ccccc24)C(=O)N(C2CCCCC2)C3)cc1
→ -4%	-12%[46 µM]	0%
> O=C(Nc1ccccc1Cl)c1ccc(F)c(S(=O)(=O)NCc2ccc(Cl)c(Cl)c2)c1
→ 0%	?	5%
> CC(C)c1nc2ccc(C(=O)NCc3ccc(N(C)C)cc3)cc2o1
→ -2%	-15%[46 µM]	4%
> COc1cc(S(=O)(=O)NCCc2c(C)[nH]c3ccc(C)cc23)ccc1Br
→ -2%	-15%[46 µM]	-3%
> O=C(NCc1ccccc1Br)c1ccc2c(c1)nc1n2CCOC1
→ -1%	?	9%
> COc1cc(Cl)c(NS(=O)(=O)c2ccc3c(c2)CC(C)N3C(=O)C2CCC2)c(OC)c1 (stereo unspecified)
→ 5%	-3%[46 µM]	6%
> CCOC(=O)c1c(C)[nH]c(C)c1S(=O)(=O)N1CCCC(C(=O)N2CCN(c3cc(C)ccc3C)CC2)C1 (stereo unspecified)
→ -11%	?	-3%
> O=S(=O)(NCC(c1ccco1)S(=O)(=O)c1ccccc1)c1ccccc1 (stereo unspecified)
→ -1%	5%[46 µM]	-1%
> CCOC(=O)c1ccc(NC(=O)CSc2c(C(C)C)cnc3c2c(=O)n(C)c(=O)n3C)cc1
→ 0%	?	-1%
> Cc1ccc(C)c(NC(=O)CN2CCN(C3CCCCC3)C(=O)C2=O)c1
→ -3%	-9%[46 µM]	-2%
